D1 antagonist – antagonists of human D1 dopamine receptor | P21728 | HEK293 TREx D1 cells, calcium flux, dopamine EC80; hits give low values | activity change, negative = inhibition, % at 10 µM | 3.2% of 360,000 active; in the data active means activity change below about -30%; further: on the % scale 0 is the no-effect control and ±100 the full control effect
Target sequence (P21728 whole entry, looked up): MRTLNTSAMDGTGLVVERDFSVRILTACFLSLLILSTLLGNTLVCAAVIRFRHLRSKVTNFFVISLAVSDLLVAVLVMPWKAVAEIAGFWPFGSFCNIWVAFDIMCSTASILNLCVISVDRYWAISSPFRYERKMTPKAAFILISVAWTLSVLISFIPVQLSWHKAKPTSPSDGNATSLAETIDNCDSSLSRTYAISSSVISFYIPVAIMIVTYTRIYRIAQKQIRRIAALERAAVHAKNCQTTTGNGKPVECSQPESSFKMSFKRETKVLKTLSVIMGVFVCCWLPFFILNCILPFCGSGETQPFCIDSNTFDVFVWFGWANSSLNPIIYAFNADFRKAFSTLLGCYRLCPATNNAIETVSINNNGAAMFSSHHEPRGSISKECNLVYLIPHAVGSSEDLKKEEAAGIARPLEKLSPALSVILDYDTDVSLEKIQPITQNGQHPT
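Using tetracycline-induced force-coupled D1 Hek293 cells and a calcium dye, signals were followed for 180 s after compound, then for 180 s after EC80 dopamine, to detect inhibitors.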
TRHR PAM – allosterically enhances the human TRH receptor; TRHR cells, fluo-8 calcium fluorescence, EC20 TRH enhancement; enhancement, % at 2 µM; 0.66% of 360,000 active; AID 493056; in the data active means enhancement above about 30%; further: 0% is about no effect
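Enhancer read-out: after compound pinning and an initial kinetic agonist-mode read, an EC20 of TRH (10 nM final) was injected and fluo-8 calcium signal (Ex 480/Em 530) followed at 1 s/cycle for 100 cycles in TRHR-expressing cells.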
D2 PAM – positively modulates the human D2 dopamine receptor allosterically; P14416; HEK293 T-REx D2, calcium flux, EC20 dopamine potentiation; potentiation, % at 10 µM; 0.34% of 340,000 active; AID 485347;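 active means potentiation over 3 SD above the plate norm, cut at about 30% in these data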; further: 0% is about no effect
Target sequence (P14416 whole entry, looked up): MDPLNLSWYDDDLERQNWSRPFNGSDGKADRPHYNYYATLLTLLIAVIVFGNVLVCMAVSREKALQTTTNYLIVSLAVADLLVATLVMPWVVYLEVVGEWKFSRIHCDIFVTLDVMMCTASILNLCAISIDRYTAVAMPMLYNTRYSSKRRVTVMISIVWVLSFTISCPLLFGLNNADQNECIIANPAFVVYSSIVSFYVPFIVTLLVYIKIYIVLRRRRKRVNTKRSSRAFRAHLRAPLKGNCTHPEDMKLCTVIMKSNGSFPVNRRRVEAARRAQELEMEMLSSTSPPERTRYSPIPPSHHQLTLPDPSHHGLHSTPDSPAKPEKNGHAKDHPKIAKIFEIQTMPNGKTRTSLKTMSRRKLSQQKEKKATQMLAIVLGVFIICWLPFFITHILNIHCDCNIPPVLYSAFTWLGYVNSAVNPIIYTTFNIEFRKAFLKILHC
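Cells plated with tetracycline inducer and held overnight at 30 C; calcium dye loaded 30–90 min at room temperature; baseline taken, compound added and read 180 s; EC20 dopamine then added and read 180 s.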
D1 potentiator – human D1 dopamine receptor positive modulation | P21728 | HEK293 TREx D1 cells, calcium flux, dopamine EC20 potentiation | potentiation, % at 10 µM | 0.036% of 360,000 active | AID 504651; in the data active means potentiation above about 30%; further: 0% is about no effect
RXFP1 antagonist – RXFP1 (human) relaxin receptor antagonism; Q9HBX9; HEK293-RXFP1, relaxin-stimulated cAMP HTRF, 30 min; hits give low values; activity change, negative = inhibition, % at 57.5 µM; 0.59% of 350,000 active;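 active means activity change of -60% or lower, but not beyond a set lower limit; inconclusive means change between -60% and -40%, or beyond the set limit; inactive means change above -40%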; further: on the % scale 0 is the no-effect control and ±100 the full control effect
RXFP1 agonist – RXFP1 (human) receptor agonism | Q9HBX9 | Potency, µM (titrated, usually from 57.5 µM), for the others: at the top dose activation, hits mostly activators | HEK293T-RXFP1 cAMP TR-FRET, 30 min; response scale: percent of porcine relaxin response, buffer zero | 0.3% of 370,000 active | AID 2676; active means well fitted activation curve with a large enough effect; inconclusive means small, poorly fitted or top-dose-only effect; further: potency means the concentration at half of the fitted maximal effect; on the % scale 0 is the no-effect control and ±100 the full control effect; nearly all actives have a fitted effect of over 60% in size; many of its hits are not listed in these tables
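HEK293T cells stably expressing RXFP1 were pretreated with the PDE4 inhibitor Ro 20174, exposed to compounds for 30 min at 37C, lysed, and cAMP was read by TR-FRET. Data normalized to buffer (basal) and 29 nM porcine relaxin (100%).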
D2 ag – activates the human D2 dopamine receptor; P14416; HEK293 T-REx D2 cells, calcium flux agonist mode; activation, % at 2 µM; 0.53% of 340,000 active; AID 485358;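 active means activation over 3 SD above normal in the single-dose calcium agonist read, cut at about 30% in these data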; further: 0% is about no effect
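Agonism is scored from calcium flux in a force-coupled, inducible HEK293 cell line expressing D2, read kinetically for 180 s after compound addition against dopamine controls.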
D2 antag – antagonists of human D2 dopamine receptor; P14416; HEK293 TREx D2 cells, calcium flux, dopamine EC80; inhibition, % at 10 µM; 2% of 340,000 active; in the data active means inhibition above about 30%; further: 0% is about no effect
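Read-out: kinetic calcium fluorescence (1 cycle/s) in inducible HEK293 T-REx D2 cells after an EC80 dopamine addition that followed 180 s compound preincubation. Loss of the dopamine response indicates antagonism.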
D1 agonist – activates the human D1 dopamine receptor. 1% of 360,000 active. activation, % at 2 µM. HEK293 T-REx D1 cells, calcium flux, agonist mode. P21728. AID 504660; in the data active means activation above about 30%; further: 0% is about no effect
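Tetracycline-induced HEK293 TREx D1 cells, force-coupled to calcium signalling, were dye-loaded with a no-wash calcium kit. Compound was pin-added after a 10 s baseline. Fluorescence was read kinetically at 1 cycle/s for 180 s, with calcium rises flagged as agonism.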
* marks the source's active call; other numbers are inactive results; ? = inconclusive; nt = no result given; & = joins results of further samples.

Under each structure – D1 antagonist	TRHR PAM	D2 PAM	D1 potentiator	RXFP1 antagonist	RXFP1 agonist	D2 ag	D2 antag	D1 agonist
1	COc1ccc(-n2nc3c(c2NC(=O)C2CC2)CS(=O)(=O)C3)cc1
 : 3	-1	-1	-5	-1	2.8%	-0.1	2	2
2	Cc1cc(C)c(NC(=O)CSc2nc3ncc(Br)cc3[nH]2)c(C)c1
 : 9	0	4	6	10	?	-0.6	0	2
3	CCc1ccc(S(=O)(=O)c2nnn3c2nc(NCCc2ccccc2)c2sccc23)cc1
 : -27	9	0	4	-10	4.5%	2.4	nt	4
4	Cc1ccc(-n2ncc3c2CC(C)(C)CC3NC(=O)c2cc[n+]([O-])cc2)cc1 (stereo not drawn)
 : 15	-6	15	2	-7	-3.5%	0.0	-18	3
5	CCOc1ccc2nc(NC(=O)c3cccnc3)sc2c1
 : -1	0	-11	-2	nt	10%	-0.3	-5	3
6	COc1ccc(SCCc2ccncc2)cc1
 : -14	-3	6	-2	-7	0.2%	0.0	-8	1
7	CCOC(=O)N1CCN(C(=O)c2ccc3c(=O)n(-c4ccc(OC)cc4)c(=S)[nH]c3c2)CC1
 : 0	11	9	1	3	-0.7%	0.7	2	1
8	CN(C(=O)c1ccc([N+](=O)[O-])cc1)c1ccccc1C(=O)NCc1ccccc1
 : 1	-6	3	-4	-6	-3.9%	1.3	2	7
9	COc1ccc(C)cc1NC(=O)CSc1nnc(COc2ccc(Cl)cc2)n1Cc1ccco1
 : -7	-6	0	-7	7	3.6%	0.9	-10	15
10	CCn1nnc2cc(C(=O)Nc3cccc(Cl)c3C)ccc21
 : -1	-2	0	-3	3	-0.3%	-0.3	nt	2
11	CCN(CC)S(=O)(=O)c1cc(NC(=O)CNc2c(C)n(C)n(-c3ccccc3)c2=O)ccc1C
 : 3	8	11	1	-8	1.9%	0.3	8	1
12	CC(C)CC(OC(=O)c1cccs1)C(=O)NCc1cccs1 (stereo not drawn)
 : -25	-5	-7	-4	5	-1.4%	0.3	17	-1
13	O=[N+]([O-])c1ccc2cn(-c3ccccc3)nc2c1
 : -17	-3	-4	-4	13	3.3%	-2.5	-4	2
14	CC1=NN(c2ccc(C(=O)O)cc2)C(=O)CC1
 : -3	44*	-12	-2	-7	-0.2%	1.4	-7	3
15	O=C(CN1C(=O)NC2(CCCCCCC2)C1=O)NC(=O)NCc1ccco1
 : -11	1	-3	-2	-13	1.7%	0.4	3	1
16	CCCCCCSc1cc(C)nc2ncnn12
 : -10	-6	5	nt	12	8.8%	0.4	-13	8
17	O=C(Nc1ccccc1C(F)(F)F)N1Cc2ccccc2Oc2ncccc21
 : -19	4	3	-4	-6	-1.0%	1.4	nt	4
18	O=C(Nc1ccc(N2CCOCC2)cc1)c1cc(-c2ccncc2)nc2ccccc12
 : -26	-6	5	-5	16	1.8%	0.7	-6	-1
19	COc1ccc(C)cc1NC(=O)N1CCN(c2cc(-c3noc(C)n3)ccc2C)CC1
 : 12	4	-4	-3	nt	-0.2%	nt	nt	0
20	CCCC[C@H](CN[C@@H](CNC)[C@H](C)CC)NCCC12CCC(CC1)C2
 : 15	-7	2	1	nt	-2.7%	0.2	13	0
21	COC1OC(COC(=O)c2ccccc2)C(OC(=O)c2ccccc2)C1OC(=O)c1ccccc1 (stereo not drawn)
 : 6	-13	-5	-3	-12	-2.1%	0.6	0	12
22	O=C(N/N=C/c1cnc(N2CCCCC2)s1)c1ccc(Cl)cc1
 : -15	-4	0	-1	2	0.1%	-1.6	-10	0
23	Cc1ccc(NC(=O)c2c(C)noc2C)cc1
 : 4	2	-4	-4	-3	-0.1%	-0.8	-5	2
24	Cc1ccc(S(=O)(=O)Nc2cccc(-c3cn4ccsc4n3)c2)cc1
 : -4	-1	nt	-3	-3	0.0%	nt	nt	6
25	Cc1cc(NC(=O)c2cccs2)cc(-c2nc3cc(Cl)ccc3o2)c1O
 : 3	-3	-13	-3	nt	2.3%	-0.3	nt	1
26	Cc1cccc(OCC(=O)NCc2nnc3ccc(C(F)(F)F)cn23)c1C
 : -1	16	0	5	1	11%	nt	nt	2
27	CCOc1ccc(OCC)c(NS(=O)(=O)c2ccc3[nH]c(=O)ccc3c2)c1
 : -7	-1	-9	-4	nt	9.7%	-0.3	nt	1
28	CCN1C(=O)[C@@H]2[C@@H](c3ccc(SC4CCCCC4)cc3)N3CCC[C@@]3(C(=O)OC)[C@@H]2C1=O
 : 7	-4	6	-5	nt	1.5%	0.0	-12	-2
29	Cc1nn(C)cc1C(C(=O)NC1CCCCC1)N(Cc1ccc(F)cc1)C(=O)c1cnccn1 (stereo not drawn)
 : -10	8	-3	-2	-11	2.0%	-0.1	2	5
30	COc1cc(-c2ccccc2)nc(N)n1
 : -11	3	6	-3	-29	1.8%	0.0	-37	2

Shown bar-delimited: entries from further up.
cpd | canonical_smiles | D1 antagonist | TRHR PAM | D2 PAM | D1 potentiator | RXFP1 antagonist | RXFP1 agonist | D2 ag | D2 antag | D1 agonist
6 | COc1ccc(SCCc2ccncc2)cc1 | -14 | -3 | 6 | -2 | -7 | 0.2% | 0.0 | -8 | 1
7 | CCOC(=O)N1CCN(C(=O)c2ccc3c(=O)n(-c4ccc(OC)cc4)c(=S)[nH]c3c2)CC1 | 0 | 11 | 9 | 1 | 3 | -0.7% | 0.7 | 2 | 1
8 | CN(C(=O)c1ccc([N+](=O)[O-])cc1)c1ccccc1C(=O)NCc1ccccc1 | 1 | -6 | 3 | -4 | -6 | -3.9% | 1.3 | 2 | 7
9 | COc1ccc(C)cc1NC(=O)CSc1nnc(COc2ccc(Cl)cc2)n1Cc1ccco1 | -7 | -6 | 0 | -7 | 7 | 3.6% | 0.9 | -10 | 15
10 | CCn1nnc2cc(C(=O)Nc3cccc(Cl)c3C)ccc21 | -1 | -2 | 0 | -3 | 3 | -0.3% | -0.3 | nt | 2
11 | CCN(CC)S(=O)(=O)c1cc(NC(=O)CNc2c(C)n(C)n(-c3ccccc3)c2=O)ccc1C | 3 | 8 | 11 | 1 | -8 | 1.9% | 0.3 | 8 | 1
12 | CC(C)CC(OC(=O)c1cccs1)C(=O)NCc1cccs1 (stereo not drawn) | -25 | -5 | -7 | -4 | 5 | -1.4% | 0.3 | 17 | -1
13 | O=[N+]([O-])c1ccc2cn(-c3ccccc3)nc2c1 | -17 | -3 | -4 | -4 | 13 | 3.3% | -2.5 | -4 | 2
14 | CC1=NN(c2ccc(C(=O)O)cc2)C(=O)CC1 | -3 | 44* | -12 | -2 | -7 | -0.2% | 1.4 | -7 | 3
15 | O=C(CN1C(=O)NC2(CCCCCCC2)C1=O)NC(=O)NCc1ccco1 | -11 | 1 | -3 | -2 | -13 | 1.7% | 0.4 | 3 | 1
16 | CCCCCCSc1cc(C)nc2ncnn12 | -10 | -6 | 5 | nt | 12 | 8.8% | 0.4 | -13 | 8

(further entries)
Under each structure – D1 antagonist	TRHR PAM	D2 PAM	D1 potentiator	RXFP1 antagonist	RXFP1 agonist	D2 ag	D2 antag	D1 agonist
31	Cc1cc(NS(C)(=O)=O)c(=O)n(Cc2c(F)cccc2Cl)c1
 : 6	-5	-4	7	-6	-0.8%	3.4	-2	1
32	Nc1nc(N)nc(-c2ccc(Oc3ccccc3)cc2)n1
 : 9	8	-11	-3	13	0.9%	0.5	-5	1
33	C/C(=N/NC(=O)c1nnn(-c2nonc2N)c1COc1ccccc1)c1ccccc1
 : -5	-2	-2	0	-6	-5.5%	0.5	-3	4
34	O=C(COC(=O)C1CCN(C(=O)c2ccc(Cl)cc2)CC1)Nc1ccccc1F
 : -18	14	-3	-4	-18	-0.2%	0.5	-17	4
35	CCn1ncc(CN2CCCC(C(=O)c3cccc(OC(C)C)c3)C2)c1C (stereo not drawn)
 : 0	-2	nt	5	-11	6.4%	nt	nt	3
36	CCOc1cccc2sc(NC(=O)CCS(=O)(=O)c3ccccc3)nc12
 : 8	-6	6	0	9	-2.0%	0.3	10	6
37	Cc1cccc(-n2nnnc2SCC(=O)c2cc(C)n(CC3CCCO3)c2C)c1 (stereo not drawn)
 : -1	-5	0	-2	4	1.1%	0.3	-2	5
38	CN1C(=O)C2(SCC(=O)N2c2ccc(F)cc2)c2ccccc21 (stereo not drawn)
 : -16	-3	2	-1	nt	-0.2%	1.0	nt	6
39	Cc1ccc(Cn2cc(S(=O)(=O)c3cccc(Cl)c3)c(=O)c3cc(F)c(N4CCOCC4)cc32)cc1
 : 7	5	1	2	-3	4.0%	nt	nt	3
40	COc1ccc(NC(=O)C2CCC(CNS(=O)(=O)c3csc(C(N)=O)c3)CC2)cc1OC (stereo not drawn)
 : -5	0	-6	-4	-40	0.9%	-0.9	-11	3
41	COc1cc(OC)cc(-c2c(-c3cccs3)c3cc(-c4ccc5c(c4)OCO5)ccc3n2C)c1
 : nt	0	13	-4	nt	3.1%	-0.3	-1	3
42	CCc1ccc(NC(=O)CCNC(=O)Cn2cnc3ccccc3c2=O)cc1
 : 7&5	7&3	1&12	7&2	-8&-6	1.1%&0.2%	0.2&0.5	-5	1&1

Taken from the results shown (2 entries):
Under each structure – D1 antagonist	TRHR PAM	D2 PAM	D1 potentiator	RXFP1 antagonist	RXFP1 agonist	D2 ag	D2 antag	D1 agonist
41	COc1cc(OC)cc(-c2c(-c3cccs3)c3cc(-c4ccc5c(c4)OCO5)ccc3n2C)c1
 : nt	0	13	-4	nt	3.1%	-0.3	-1	3
42	CCc1ccc(NC(=O)CCNC(=O)Cn2cnc3ccccc3c2=O)cc1
 : 7&5	7&3	1&12	7&2	-8&-6	1.1%&0.2%	0.2&0.5	-5	1&1

Screening data as filed in PubChem BioAssay.

The list is partial; count on the stated rates, not on these rows.
